KOR beta-arrestin-1: KOR agonists, beta-arrestin recruitment, primary screen, cell-based, luminescence, uHTS (AID 1777) | actives 0.02% (n = 280,000) | one-dose activation, % at 10 µM; EC50 in µM for titrated hits | KOR beta-arrestin recruitment, luminescence; higher % means a stronger effect; in the data active = activation above about 50%, passing the limit was not always enough; also: a part of the inactive calls stands beside numbers as strong as those of hits
GPR35 arrestin U2OS: inhibition of zaprinast-stimulated GPR35 beta-arrestin translocation – imaging, U2OS, beta-arrestin-GFP, zaprinast agonist, primary screen (AID 2058); U2OS GPR35 beta-arrestin-GFP translocation imaging, zaprinast antagonism; higher % means a stronger effect; one-dose inhibition, % at 10 µM; IC50 in µM for titrated hits; actives 0.052% (n = 290,000);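 active = inhibition of at least 50% with at least 30 cells and total cytoplasm GFP at most 10,000,000; inconclusive = under 30 cells or total GFP of 10,000,000 plus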
Rac1 GTP hydrolysis: MgcRacGAP GTPase-activating activity inhibitors, confirmation, biochemical, ADP Hunter fluorescence | inhibition, % at 30 µM; hits with a dose series show IC50 in µM | MgcRacGAP-stimulated Rac1 GTP hydrolysis, ADP Hunter fluorescence; higher % means a stronger effect; GST-tagged Rac1 F28L mutant substrate | actives 0.6% (n = 340,000);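 active = first-screen hits whose inhibition reached a set limit at any dose in the follow-up dose series; inconclusive = inhibition above the set first-screen limit but never retested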;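 also: fluorescence reports GDP produced by GAP-driven GTP hydrolysis; strong numbers were not always called active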
UTI89 phage lysis: protection from phage-mediated lysis, alamar blue read-out – E. coli UTI89, K1F phage, bacterial capsule biogenesis inhibitors (AID 488966) | E. coli UTI89 K1F phage lysis, alamar blue, 2 h; higher % means a stronger effect | one-dose inhibition, % at 100 µM; IC50 in µM for titrated hits | actives 0.02% (n = 340,000);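 active = phage lysis inhibition, versus mean bacterial control, above a set limit; inconclusive = no clear call, values can overlap the other calls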;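 also: capsule biogenesis inhibitors block K1F phage lysis so surviving cells raise fluorescence; higher fluorescence means more inhibition of phage lysis; actives were called in the ten point dose series up to 300 µM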
KOR beta-arrestin-2: KOR antagonists, beta-arrestin recruitment, cell-based, luminescence, uHTS (AID 1778). KOR beta-arrestin recruitment, luminescence, antagonist mode; higher % means a stronger effect. one-dose inhibition, % at 10 µM; IC50 in µM for titrated hits. actives 0.091% (n = 290,000); in the data active = inhibition above about 50%; also: strong numbers were not always called active
NOD1 inhibition: inhibition of NOD1-driven NF-kB reporter – cell-based, luminescence, uHTS, primary screen (AID 1578); inhibition, % at 4 µM, or EC50 in µM where a hit was titrated; NOD1-driven NF-kB luciferase reporter cells, luminescence; higher % means a stronger effect; actives 1% (n = 290,000); in the data active = inhibition mostly above about 36%, no sharp cut-off; inactive = mostly below about 34%;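 also: HEK-293T reporter cells stimulated with the NOD1 agonist gamma-tri-DAP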
GPR55 LPI antagonism: GPR55 antagonists blocking LPI-driven arrestin recruitment, primary screen, imaging, U2OS, beta-arrestin-GFP, LPI agonist (AID 2013) | U2OS GPR55 beta-arrestin-GFP translocation imaging, LPI antagonism; higher % means a stronger effect | inhibition, % at 10 µM, or IC50 in µM where a hit was titrated | actives 0.13% (n = 290,000);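 active = spots per cell inhibited over 60%, with over 100 cells counted and total cytoplasm intensity under 500,000; inconclusive = wells with under 100 cells, flagged as likely toxic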;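 also: U2OS cells stably carrying GPR55 and arrestin-GFP stimulated by 5 µM LPI near EC80; imaged beta-arrestin-GFP aggregate spots per cell after agonist stimulation; plate controls were LPI-stimulated DMSO wells for no effect and DMSO wells without LPI for full effect; some results filed as inactive read as strong as hits; confirmed hits need IC50 under 10 µM and bright autofluorescent wells are also inconclusive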
NTR1 agonist: NTR1-driven beta-arrestin-GFP spot formation – imaging, U2OS cells, high content, primary screen (AID 493036); P30989; agonist mode; activation, % at 20 µM; actives 0.17% (n = 330,000);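 active = activation at or above 40% of the spot to cytoplasm intensity ratio, with at least 20 cells analyzed; inconclusive = wells under 20 cells, flagged as cytotoxic or low count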;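 also: 0% = DMSO without peptide and 100% = 100 nM NTR1 peptide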
Target sequence (P30989 whole entry, looked up): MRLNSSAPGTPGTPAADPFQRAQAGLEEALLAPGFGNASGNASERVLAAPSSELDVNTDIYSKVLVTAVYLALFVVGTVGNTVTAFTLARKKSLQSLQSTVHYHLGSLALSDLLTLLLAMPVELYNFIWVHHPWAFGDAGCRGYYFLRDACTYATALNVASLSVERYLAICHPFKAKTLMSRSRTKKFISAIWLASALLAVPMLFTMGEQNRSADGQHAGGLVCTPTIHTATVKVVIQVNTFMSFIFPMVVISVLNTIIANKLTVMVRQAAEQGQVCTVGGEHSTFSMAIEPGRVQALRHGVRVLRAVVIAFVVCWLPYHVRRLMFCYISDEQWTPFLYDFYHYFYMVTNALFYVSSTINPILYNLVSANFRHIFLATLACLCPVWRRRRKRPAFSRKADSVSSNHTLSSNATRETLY
GPR55 beta-arrestin: selective activators of receptor GPR55 – imaging, U2OS cells, beta-arrestin-GFP redistribution, primary screen (AID 1961); U2OS GPR55 beta-arrestin-GFP redistribution imaging; higher % means a stronger effect; one-dose activation, % at 10 µM; EC50 in µM for titrated hits; actives 0.048% (n = 290,000);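 active = activation above 40% with more than 50 cells counted in the well; inconclusive = wells holding fewer than 50 cells, flagged as toxic or sparse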;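 also: U2OS osteosarcoma cells stably expressing GPR55 and beta-arrestin-GFP; plate controls were DMSO negative control for no effect and LPI positive control for full effect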
NTR1 agonist cell count 20 µM: also measured in NTR1 agonist; calls as there; cell count; measured here: cell count, cytotoxicity flag
* hit, by the source's call; ? = inconclusive; / = not tested or not shown; [ ] = another dose, or the depositor's remark. The list is partial; the hit share may differ from the screen's.

1. CCCOc1ccc(OCCOCCN2CCc3ccccc3C2)cc1
2. Cc1cccc(NC(=O)CN2CCN(CC(=O)Nc3ccc(-c4ccccc4)cc3)CC2)c1C
3. CNC(=O)/C(C#N)=C/c1cc(C)n(-c2ccc(N3CCOCC3)cc2)c1C
4. N#Cc1c(N)n(CCOC(=O)c2cccc(Br)c2)c2nc3ccccc3nc12
5. Cc1ccc(S(=O)(=O)Nc2ccc(Cl)cn2)cc1
screen / no.	1	2	3	4	5
KOR beta-arrestin-1	-9.3%	4.4%	4.8%	-1.3%	-5.5%
GPR35 arrestin U2OS	-1%	-12%	8%	-3%	5%
Rac1 GTP hydrolysis	30%	2%	14%	14%	10%
UTI89 phage lysis	0.0%	-0.1%	0.3%	-0.5%	0.3%
KOR beta-arrestin-2	-8%	-72%	13%	11%	31%[20 µM]
NOD1 inhibition	-26%	26%	-8%	-16%	-15%
GPR55 LPI antagonism	-4%	-12%	2%	4%	-14%
NTR1 agonist	-0.2	2.7	1.6	11	-0.2
NTR1 agonist cell count 20 µM	66	41	53	48	76
GPR55 beta-arrestin	-0.1%	-0.1%	-0.2%	-0.4%	0.8%

6. COc1ccc(-c2cc(-c3ccc(OC)cc3)nc(-c3ccc4c(c3)NC(=O)CO4)c2)cc1
7. COc1ccc(NC(=O)COC(=O)c2ccc(OCc3ccc(Cl)cc3Cl)c(OC)c2)c(OC)c1
8. Clc1ccc(-n2nnnc2-c2cnc3ccc(Cl)cc3c2-c2ccccc2)cc1
9. COC1C/C(=N\O)C2OC(c3ccccc3)OCC2O1 (stereo not given)
10. COc1ccc(CCN2C(=O)CC(C(C)c3ccccc3)C2=O)cc1OC (stereo not given)
screen / no.	6	7	8	9	10
KOR beta-arrestin-1	-3.5%	19%	4.9%	1.1%	-0.4%
GPR35 arrestin U2OS	-6%	6%	8%	7%	-8%
Rac1 GTP hydrolysis	6%	7%	11%	-7%	7%
UTI89 phage lysis	2.5%	0.7%	0.8%	-3.7%	0.3%
KOR beta-arrestin-2	30%	6%	-35%	2%	4%
NOD1 inhibition	-2%	-39%	0%	-20%	-26%
GPR55 LPI antagonism	3%	-3%	2%	-3%	1%
NTR1 agonist	2.2	2.9	9.2	-0.5	-0.6
NTR1 agonist cell count 20 µM	75	56	56	50	93
GPR55 beta-arrestin	0.1%	1.4%	0.8%	0.1%	-0.3%

Limited to NOD1 inhibition (four entries from above):
#	molecule	NOD1 inhibition
4	N#Cc1c(N)n(CCOC(=O)c2cccc(Br)c2)c2nc3ccccc3nc12	-16%
10	COc1ccc(CCN2C(=O)CC(C(C)c3ccccc3)C2=O)cc1OC (stereo not given)	-26%
6	COc1ccc(-c2cc(-c3ccc(OC)cc3)nc(-c3ccc4c(c3)NC(=O)CO4)c2)cc1	-2%
2	Cc1cccc(NC(=O)CN2CCN(CC(=O)Nc3ccc(-c4ccccc4)cc3)CC2)c1C	26%

Continuation:
11. O=C(Nc1ccccc1C(=O)Nc1ccc2c(c1)OCO2)c1cccs1
12. Cc1cccc(C)c1NC(=O)CNC(=O)c1c(C)nn(C)c1Cl
13. Nn1c(SCC(=O)NCCCc2ccccc2)nnc1-c1cccnc1
14. COCCNC(=O)CN(C(=O)Cn1nnc2ccccc21)c1cc(C)cc(C)c1
15. Cc1cc(C)nc(/N=C2\NC(=O)CC(C(=O)O)N2c2cccc(Cl)c2)n1 (stereo not given)
screen / no.	11	12	13	14	15
KOR beta-arrestin-1	5.0%	-6.6%	-1.1%	0.3%	-0.2%
GPR35 arrestin U2OS	12%	13%	14%	-11%	-5%
Rac1 GTP hydrolysis	4%	8%	13%	6%	/
UTI89 phage lysis	-0.8%	0.9%	-0.1%	-0.2%	/
KOR beta-arrestin-2	-2%	7%	-2%	-16%	-7%
NOD1 inhibition	-19%	-24%	-17%	-31%	-33%
GPR55 LPI antagonism	8%	2%	1%	-16%	10%
NTR1 agonist	0.0	2.8	2.3	-0.9	0.3
NTR1 agonist cell count 20 µM	45	70	67	43	103
GPR55 beta-arrestin	0.6%	-0.3%	-0.1%	-0.1%	-0.3%

16. Cc1ccc(-c2c(C)sc3ncn(CC(=O)N4CCOCC4)c(=O)c23)cc1C
17. Cc1ccc(NC(=O)CCC(=O)N/N=C/c2ccc([N+](=O)[O-])o2)cc1C
18. Cc1ccc(-c2nc(Cl)nc3ccccc23)cc1
19. CSc1nnc(-c2ccc(S(=O)(=O)N3CCOCC3)cc2)n1C
20. CC(=O)c1cn(CC(=O)NCc2ccc3c(c2)OCO3)c2ccccc12
screen / no.	16	17	18	19	20
KOR beta-arrestin-1	-4.0%	-2.3%	0.0%	-4.1%	-1.4%
GPR35 arrestin U2OS	-15%	1%	16%	-2%	4%
Rac1 GTP hydrolysis	4%	15%	1%	5%	17%
UTI89 phage lysis	-0.2%	0.0%	-1.5%	-0.1%	4.5%
KOR beta-arrestin-2	5%	4%	-27%	-23%	-169%
NOD1 inhibition	-1%	1%	-4%	-6%	-8%
GPR55 LPI antagonism	18%	-2%	-4%	8%	-8%
NTR1 agonist	0.1	4.2	-0.8	-1.1	2.5
NTR1 agonist cell count 20 µM	55	62	21	59	62
GPR55 beta-arrestin	-0.1%	-0.2%	-0.2%	0.2%	-0.1%

Next section, overlapping the part above by 2 compounds.
19. CSc1nnc(-c2ccc(S(=O)(=O)N3CCOCC3)cc2)n1C
20. CC(=O)c1cn(CC(=O)NCc2ccc3c(c2)OCO3)c2ccccc12
21. Cc1ccc(N(CC(=O)NCc2ccco2)C(=O)CCC(=O)Nc2ccccn2)c(C)c1
22. O=C(CCSc1ccccc1)N1CCN(c2ccccc2F)CC1
23. Cc1cccc(C(=O)N2CC(=O)Nc3ccc(F)cc3C2c2ccc(F)cc2)c1 (stereo not given)
24. COc1cc(Cl)c([C@@H]2C[C@H]3CN(c4ccccc4)C(=O)[C@]34CCCN24)cc1OC
25. CCOC(=O)c1cc(C)sc1NC(=O)C(c1ccccc1)c1ccccc1
screen / no.	19	20	21	22	23	24	25
KOR beta-arrestin-1	-4.1%	-1.4%	-3.5%	/	-7.6%	/	-1.2%
GPR35 arrestin U2OS	-2%	4%	-16%	22%	-3%	6%	30%
Rac1 GTP hydrolysis	5%	17%	10%	3%	9%	3%	9%
UTI89 phage lysis	-0.1%	4.5%	0.4%	-1.3%	0.0%	-0.1%	0.0%
KOR beta-arrestin-2	-23%	-169%	-4%	-6%[20 µM]	2%	-13%[20 µM]	-9%
NOD1 inhibition	-6%	-8%	-33%	3%	-7%	-23%	29%
GPR55 LPI antagonism	8%	-8%	-11%	-1%	2%	2%	17%
NTR1 agonist	-1.1	2.5	-0.2	3.2	3.2	1.6	8.0
NTR1 agonist cell count 20 µM	59	62	54	32	79	85	82
GPR55 beta-arrestin	0.2%	-0.1%	-0.1%	-0.1%	0.6%	0.3%	-0.1%

(list continues)
Every second line gives: KOR beta-arrestin-1	GPR35 arrestin U2OS	Rac1 GTP hydrolysis	UTI89 phage lysis	KOR beta-arrestin-2	NOD1 inhibition	GPR55 LPI antagonism	NTR1 agonist	NTR1 agonist cell count 20 µM	GPR55 beta-arrestin
26. C=CCn1c(SCC(=O)NNC(=O)Nc2ccc(C)cc2)nnc1-c1ccccc1
→ 2.9%	-10%	1%	-0.3%	33%	-1%	2%	0.0	54	-0.2%
27. COc1ccc(C2NC(=O)c3ccccc3N2)cc1 (stereo not given)
→ -5.4%	2%	5%	0.5%	36%	1%	-13%	-1.3	93	-0.1%
28. CCOC(=O)C(CCCCOc1cccc(CC)c1)C(=O)OCC
→ 4.0%	9%	6%	1.9%[50 µM]	-4%	-12%	15%	-0.1	73	0.3%
29. Cc1sc2ncnc(Oc3ccc(-n4ccnc4)cc3)c2c1C
→ 6.2%	6%	12%	7.4%	-16%	-8%	-19%	0.5	65	0.3%
30. CC(=O)Nc1ccc(NC(=O)CSc2nnc(NC(=O)c3cccc(F)c3)s2)cc1
→ -1.9%	-3%	7%	0.5%	-6%	-83%	16%	-1.0	49	0.0%
31. O=C(CSc1nnc2ccc(-c3ccccn3)nn12)NCC1CCCO1 (stereo not given)
→ -1.7%	-3%	10%	1.6%	1%	-11%	2%	-0.9	47	-0.1%
32. O=C(CN1C(=O)c2cccc3cccc1c23)Nc1ccccc1
→ -2.4%	2%	9%	0.6%	7%	-23%	1%	2.4	65	-0.4%
33. Cc1ccc(Cl)cc1N1CCN(CC(=O)NC2CCCc3ccccc32)CC1 (stereo not given)
→ 13%	-7%	-1%	2.8%	-1%	-2%	-1%	5.8	66	-0.2%
34. CCOC(=O)CNC(=O)c1cc(C)oc1C
→ -1.7%	-5%	/	/	-30%	-3%	0%	0.4	48	-0.1%
35. COc1ccccc1CN1CCNC(=O)C1CC(=O)O (stereo not given)
→ /	24%	5%	-0.1%	-5%[20 µM]	-18%	3%	1.3	36	-0.1%
36. O=C(NCCCNc1ccc(C(F)(F)F)cc1[N+](=O)[O-])c1ccc(F)cc1
→ 2.6%	-11%	9%	0.3%	-5%	8%	-20%	2.9	55	0.1%
37. CC(=O)c1ccc(N/N=C(/C(N)=O)C2=NC(C)(C)Cc3ccccc32)cc1
→ 2.8%	4%	8%	-0.2%	12%	7%	4%	0.9	25	0.1%
38. O=C1C(=O)N(c2ccccn2)C(c2ccc(Br)cc2)/C1=C(/O)c1ccc(Br)cc1 (stereo not given)
→ 2.9%	-1%	12%	0.3%	-14%	22%	-9%	0.2	62	-0.2%
39. COc1cc(C2NC(C(=O)O)CS2)ccc1OCc1ccccc1C#N (stereo not given)
→ 8.0%	6%	/	/	-72%	0%	?	/	/	-0.2%
40. COc1ccc(OC)c(/C=C/C(=O)c2ccc3c(c2)OCCO3)c1
→ -2.7%	-8%	4%	0.7%	-15%[20 µM]	-23%	15%	-0.9	48	0.1%
41. Cn1c(=O)c2c(nc(Br)n2Cc2c(F)cccc2Cl)n(C)c1=O
→ 1.0%	-6%	/	/	-18%	28%	2%	/	/	-0.2%
42. COc1ccc(/C=N/NC(=O)c2ccc(NC(=O)C3CCCCC3)cc2)cc1O
→ 2.5%	-9%	12%	0.0%	-10%	-6%	-15%	-0.7	53	0.0%
43. CNC(=O)c1cc2cc(OC)ccc2oc1=N
→ -7.2%	8%	3%	-0.8%	14%	1%	6%	-0.8	96	-0.2%
44. N#C/C(=C\C1=C(N2CCOCC2)C(=C/c2cccc([N+](=O)[O-])c2)/CC1)C(=O)Nc1ccccc1F
→ 7.2%	18%	2%	3.6%	28%	9%	38%	/	/	22%

Bioassay records from PubChem.
